Source: PubChem
HIF-2a block: inhibitors of HIF-2a. 786-0 RCC cells HIF-2a reporter, luciferase luminescence, overnight. inhibition, % at 18.8 µM. 0.72% of 360,000 active. AID 624352;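 active = inhibition of the luminescence signal of 40% or more relative to plate controls, in a single-dose primary screen at 18.75 µM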
NR2E3 ag-1: activates human NR2E3 receptor. Q9Y5X4. CHO-S Gal4-NCOR/VP16-NR2E3 two-hybrid, luciferase. inhibition of corepressor binding, % at 3.98 µM. 0.35% of 360,000 active. AID 602229;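 active = inhibition above the mean of all tested compounds plus 3 SD, cut at about 70% in these data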;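 also: 0% = DMSO with NR2E3 transfected cells and 100% = cells lacking NR2E3 construct; higher means lower luciferase signal from less NR2E3 corepressor binding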
Target sequence (Q9Y5X4 whole entry, looked up, the tested form may be a part): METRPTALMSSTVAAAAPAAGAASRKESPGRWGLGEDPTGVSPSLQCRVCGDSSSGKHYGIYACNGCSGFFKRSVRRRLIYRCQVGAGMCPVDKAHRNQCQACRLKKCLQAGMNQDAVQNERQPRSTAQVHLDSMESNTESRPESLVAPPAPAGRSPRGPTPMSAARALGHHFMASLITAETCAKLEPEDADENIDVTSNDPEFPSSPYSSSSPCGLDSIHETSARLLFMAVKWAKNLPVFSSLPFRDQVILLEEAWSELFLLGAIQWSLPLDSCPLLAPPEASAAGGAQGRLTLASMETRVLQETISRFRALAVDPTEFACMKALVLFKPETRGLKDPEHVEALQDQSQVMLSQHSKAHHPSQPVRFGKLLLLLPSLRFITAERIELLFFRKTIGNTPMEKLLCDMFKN
CF NFkB block: cystic fibrosis NF-kB activation inhibition; inhibition, % at 5 µM; KKLEB NF-kB-GFP reporter, PAF-induced, GFP fluorescence overnight; 0.86% of 360,000 active;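 active = at least 50% inhibition at 5 µM, scaled per plate between neutral and stimulator controls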;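 also: PAF is a Pseudomonas aeruginosa culture filtrate used as stimulus; plate controls were PAF-stimulated DMSO wells for no effect and unstimulated DMSO wells for full effect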
NR2E3 ag-2: NR2E3 (human) agonism; GST-NR2E3/biotin-RetCOR TR-FRET, 1536-well; inhibition of corepressor binding, % at 4.78 µM; 0.12% of 320,000 active; AID 2300;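 active = percent inhibition above the cutoff of mean plus 3 SD of all tested compounds, set per screening campaign, cut at about 20% in these data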;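 also: 0% = DMSO wells and 100% = biotin wells as full block of FRET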
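Material: NR2E3–RetCOR corepressor complex / Amount: 1.35 nM GST-NR2E3 / Medium: Tris pH 7.5 / Compound: single nominal compound dose of 4.8 µM / Incubation: 5 h at 4 °C / Technique: TR-FRET, Eu(K)-anti-GST donor, streptavidin-D2 acceptor, ex 340, em 617/671 nm / Read-out basis: percent loss of FRET ratio relative to control wells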
iPSC survival up: hiPSC single-cell survival enhancement. survival enhancement, % at 20 µM. ATPlite luminescence; 100% = ROCK inhibitor wells, 0% = DMSO. 0.044% of 360,000 active; in the data active = survival enhancement above about 18%;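 also: cells exposed to compounds for 16 hours before the ATP read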
KKLEB tox: CF airway cell cytotoxicity counter-screen; activity change (cytotoxicity), % at 5 µM; 0.36% of 360,000 active; KKLEB CF airway cells viability, ATPlite luminescence, overnight; stronger effect = lower value; cells stimulated with P. aeruginosa culture filtrate;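 active = corrected activity change at or below -50% at 5 µM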
TRPM1 prom inh: inhibitors of MITF-driven TRPM1 promoter in melanoma cells. SK-MEL-5 TRPM1 promoter luciferase, 24 h. inhibition, % at 12.5 µM. 0.83% of 330,000 active;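 active = mean inhibition across replicates of 60% or more, whatever share of single replicates reaches that level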; also: values of inactives mirror those of a sister screen read the other way
TWEAK Fn14 block: TWEAK-Fn14 signaling inhibition; 2% of 360,000 active; TWEAK-stimulated Fn14 reporter cells, luciferase luminescence, 8 h; inhibition, % at 10 µM; in the data active = inhibition above about 50%
aDG glyco act: increases alpha dystroglycan glycosylation | 0.22% of 360,000 active | Pro5-aDG cells, alpha-DG glycosylation AlphaScreen (IIH6); 0% Pro5, 100% B10-LARGE cell signal | activation, % at 10 µM | AID 624168;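 active = activation of at least 8% versus controls, or a plate z-score of at least 8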;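 also: Pro5 are CHO cells carrying HIG-tagged alpha-DG that lacks glycosylation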
Shn3 inh set2: reduces Shn3 3'UTR luciferase signal in osteoblasts; Clone20 osteoblast Shn3 3'UTR firefly luciferase, 24 h; inhibition, % at 12.5 µM; 0.52% of 360,000 active;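 active = mean inhibition of at least 75% with every replicate also reaching 75%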;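 also: 0% = median of neutral control wells and 100% = pilot-screen positive control compound; some compounds past the cut are filed as inactive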
Peg3 prom inh: Peg3 promoter activity inhibition; 1.7% of 360,000 active; inhibition, % at 20 µM; HeLa PEG-Prom luciferase reporter, luminescence, overnight;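 active = inhibition of at least 50% at 20 µM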
An asterisk follows results filed as active; . = not tested or not shown.

SMILES	HIF-2a block	NR2E3 ag-1	CF NFkB block	NR2E3 ag-2	iPSC survival up	KKLEB tox	TRPM1 prom inh	TWEAK Fn14 block	aDG glyco act	Shn3 inh set2	Peg3 prom inh
CCc1nn(CC(=O)NC2CCN(Cc3ccccc3)CC2)c(=O)c2cc3cc(F)ccc3n12	10	-9	7	1	-0.2	4	0	-6	-0.1	-20	9
CC(c1ccon1)N(C)C(=O)c1ccc(OC2CCN(C(=O)C3CC3)CC2)cc1 (stereo not given)	11	3	-5	3	-1.0	10	2	-4	0.1	5	-3
O=C(O)COc1ccccc1/C=N/NC(=O)c1cc(-c2ccccc2)nc2ccccc12	16	0	-8	1	-0.1	-4	-5	-3	0.0	-14	0
O=C1C=CC(=O)C(CNc2ccc(C(=O)OCc3ccccc3)cc2)=C1	24	32	68*	.	-2.7	-20	66*	107*	-0.3	95*	72*
CCN(CC)Cc1c(C(=O)N/N=C/c2c(Cl)cccc2Cl)nnn1-c1nonc1N	0	-19	10	0	0.4	0	-4	3	-0.1	-2	6
CCc1nnc(NC(=O)CCC2CCCCC2)s1	-88	-16	3	0	-0.2	-2	-26	-10	1.7	-70	-61
NC(=O)c1oc2ccccc2c1NC(=O)C1CC(=O)N(c2ccccc2)C1 (stereo not given)	2	-20	-8	0	-0.5	0	4	-6	-0.1	5	0
CCCCOCCOC(=O)C1OC1(C)c1ccccc1 (stereo not given)	-6	-32	-2	.	1.4	-3	.	-13	-0.1	-5	-5
COCCN(C(=O)COC(=O)Cc1coc2cc(C)ccc12)c1c(N)n(Cc2ccccc2)c(=O)[nH]c1=O	9	-11	2	-2	-0.5	3	-3	-2	0.2	-4	-6
Cc1ccc(NC(=O)Nc2ccccc2)nc1	-325	-110	-3	0	-0.9	8	-63	8	-0.2	-74	-287

The closing four records of the part above come first, to join the parts.
SMILES	HIF-2a block	NR2E3 ag-1	CF NFkB block	NR2E3 ag-2	iPSC survival up	KKLEB tox	TRPM1 prom inh	TWEAK Fn14 block	aDG glyco act	Shn3 inh set2	Peg3 prom inh
NC(=O)c1oc2ccccc2c1NC(=O)C1CC(=O)N(c2ccccc2)C1 (stereo not given)	2	-20	-8	0	-0.5	0	4	-6	-0.1	5	0
CCCCOCCOC(=O)C1OC1(C)c1ccccc1 (stereo not given)	-6	-32	-2	.	1.4	-3	.	-13	-0.1	-5	-5
COCCN(C(=O)COC(=O)Cc1coc2cc(C)ccc12)c1c(N)n(Cc2ccccc2)c(=O)[nH]c1=O	9	-11	2	-2	-0.5	3	-3	-2	0.2	-4	-6
Cc1ccc(NC(=O)Nc2ccccc2)nc1	-325	-110	-3	0	-0.9	8	-63	8	-0.2	-74	-287
COC(=O)c1ccccc1NC(=O)CSc1nc2ncccc2[nH]1	14	-52	5	0	-0.4	-1	-12	-3	0.1	6	2
CCN(C(=O)c1ccc2c(=O)n3c(nc2c1)CCCCC3)c1cc(OC)ccc1OC	14	-10	-23	5	-0.6	12	-9	8	0.3	-8	-7
CCOC(=O)c1c(NC(=O)C2c3ccccc3Oc3ccccc32)sc(C(C)=O)c1C	24	5	-3	3	1.0	-7	8	47	1.5	89*	19
COc1cccc2cc(-c3csc(NC(=O)CCC(=O)NCCCN4CCC(C)CC4)n3)c(=O)oc12	-130	-139	-18	-2	-0.6	-8	-32	59*	0.0	-20	-109
O=C(Cc1ccccc1)c1c[nH]c(C(=O)NC2CCCC2)c1	-16	-12	17	-6	-1.5	-5	-7	13	0.2	-6	1
Nc1nc(SCC(=O)N2CCOCC2)n[nH]1	7	-6	-11	3	1.7	5	0	-2	-0.2	8	-3
COc1ccc(C2CC(=O)N3CN(c4ccc(C)c(Cl)c4)CSC3=C2C#N)cc1OC (stereo not given)	-47	-8	-13	2	1.1	28	4	-16	0.4	-21	8
Cc1c(Br)c([N+](=O)[O-])nn1CCCC(=O)NC(C)c1ccccc1 (stereo not given)	2	1	-1	0	0.5	-9	-11	6	0.2	.	7
COc1ccc(/C=C/C(=O)N2CCCc3ccccc32)cc1	-145	-40	-12	-2	0.3	3	-2	-9	-0.1	2	-111
O=C(Nc1nnc([C@@H]2C[C@H](O)[C@@H](CO)O2)s1)c1ccc(Oc2ccccc2)cc1	-6	-32	-6	.	-1.6	13	.	27	-0.2	3	-18
COC(=O)CNC(=O)c1cc(-c2ccncc2)nc2c(C)c(Cl)ccc12	13	12	-64	3	-0.5	2	3	-43	0.8	9	5
CCOc1ccc(CCNC(=O)C(C)n2nc(C)c3c(C)n(-c4ccccc4)nc3c2=O)cc1 (stereo not given)	27	6	2	-4	0.2	4	-2	5	0.1	-6	1
C[C@@H]1CN([C@H](C)CO)C(=O)CCCn2nncc2CO[C@H]1CN(C)S(=O)(=O)c1ccc(Oc2ccccc2)cc1	4	-6	-1	.	4.4	-14	.	-8	-0.3	-10	3
Cc1ccc(C(=O)CSc2nc3ccccc3c(=O)n2-c2ccccc2)s1	13	-12	-6	-3	-2.1	2	-6	-14	0.4	2	-6
CC(C)N1C(=O)C(=O)N(CC(=O)N2c3ccccc3CC2C)C1=O (stereo not given)	4	-34	15	.	-2.3	-8	.	3	-0.1	-14	-8
O=C1C(C2=C(O)c3ccccc3C2=O)=Nc2ccccc21	-22	-21	20	1	0.1	-9	66*	11	0.0	2	24
O=C(NCCCN1CCCC1=O)C(=O)NCC1OCCCN1S(=O)(=O)c1cc(F)ccc1F (stereo not given)	15	11	8	0	0.1	11	2	-16	-0.2	2	3
Cc1cc(C)cc(OCC(=O)Nc2ccncc2)c1	10	-25	6	3	-0.4	2	2	15	0.1	55	14
O=C(O)C/C(=C\c1ccc(Cl)cc1)c1nc2ccccc2o1	15	-36	-37	1	-0.9	7	-4	-24	-0.2	-28	13
O=C(Nc1ccccn1)c1nc(-c2ccccc2)n(-c2ccccc2)n1	-10	-20	-21	1	-0.1	14	-29	-5	0.3	-8	0
N/C(=N\OCc1ccccc1)c1nonc1N	-204	-61	-3	4	-0.3	-3	-50	-22	0.2	-72	-201
CC(Oc1ccc(C#N)cc1)C(=O)N1CC=C(c2ccccc2)CC1 (stereo not given)	11	-16	41	.	-3.2	-15	16	26	0.1	9	21
O=C(Nc1ccccc1C(=O)Nc1cccnc1)c1ccccc1	0	-16	-17	2	-1.3	0	11	-3	-0.1	-13	3
Cc1ccc(C)c(COC(=O)CCN=C2NS(=O)(=O)c3ccccc32)c1	12	-21	11	0	-0.4	6	8	-1	-0.1	0	-2
COc1cc(CCC(=O)N2CCN(c3ncccn3)CC2)cc(OC)c1OC	7	-27	11	-2	-0.9	14	-2	-15	-0.4	-4	0
O=C(CN1CCOCC1)N/N=C/c1cccc2ccccc12	2	-22	7	1	1.4	-24	-12	-3	-0.2	1	-8
CCN(CC)S(=O)(=O)c1cccc(C(=O)NCCc2ccccc2)c1	-191	-67	12	-2	-3.6	8	-43	7	0.9	-20	-222
O=C(c1cc(C2CC2)nn1-c1ccccc1)N1CCN(c2ccccn2)CC1	7	-3	19	.	0.0	-2	0	9	0.3	-9	2
Cc1ccc2nc(SCC(=O)c3ccc(Cl)cc3)nc(=O)n2c1	-52	6	-20	1	-0.4	-6	-15	-10	0.1	-27	-100
CC(=O)N1N=C(c2ccc(C)cc2)CC1c1ccco1 (stereo not given)	-177	-23	-2	3	-0.8	-8	-40	-52	0.1	0	-130
CCC(C)NC(=O)c1[nH]c(C)c(C(=O)OC)c1C (stereo not given)	11	8	-7	1	-1.3	-31	-2	-30	0.1	3	-10
COc1ccc(C(=O)N2CCN(c3nc4cc(C)ccc4cc3C#N)CC2)c(OC)c1	20	0	11	1	-0.8	3	0	21	1.3	35	4
CCOC(=O)c1ccc(-c2ccc(-c3cc(=O)oc4cc(OC)c(OC)c(OC)c34)cc2)cc1	-23	-18	30	.	-0.7	-3	-12	4	1.2	-11	-30
CCc1ccccc1N1C(=O)C(Cl)=C(N2CCOCC2)C1=O	17	7	-10	5	0.2	-2	-1	-4	-0.1	10	-2
C[C@@H]1CN([C@H](C)CO)C(=O)CCCn2cc(nn2)CO[C@H]1CN(C)C(=O)Nc1ccc2c(c1)OCCO2	-87	15	13	.	-0.5	-13	.	-6	0.1	-19	-42
CCCC(=O)NC1CCc2cc(OC)c(OC)c(OC)c2-c2ccc(OC)c(=O)cc21 (stereo not given)	22	45	41	.	-0.1	-14	49	-10	-0.1	6	-20
COc1ccc(/C=C(/NC(=O)c2ccccc2)c2nc3ccc(Cl)cc3[nH]2)cc1OC	4	1	-17	1	-0.5	1	-3	34	0.0	13	30
CC(Oc1ccccc1F)C(=O)NNC(=O)c1ccc(F)c(S(=O)(=O)N2CCOCC2)c1 (stereo not given)	7	-1	15	.	0.0	-6	-4	-11	0.2	3	8
Cc1cccc(C)c1NC(=O)CNC(=O)C1CCCN(C(=O)c2ccc(Cl)cc2)C1 (stereo not given)	9	0	22	3	-0.3	-8	3	5	0.0	12	0
Cc1cc(=O)oc2cc(OCCSc3nnc(-c4ccccc4)o3)ccc12	10	0	17	-1	-1.1	5	-5	-5	0.7	2	-9
CCCc1nnc(NC(=O)CCC(=O)N2CCN(S(=O)(=O)c3ccc(C)cc3)CC2)s1	25	-8	0	3	0.0	-8	-3	5	0.0	0	13
CC1(C)C2CCC1(C)C(OC(=O)c1ccccc1C(=O)O)C2 (stereo not given)	17	9	4	1	0.6	0	10	11	0.0	1	11
Cc1ccc(CN2CCN(Cc3c(C)nn(-c4ccc(F)cc4)c3C)CC2CCO)o1 (stereo not given)	7	-23	-9	2	-0.6	8	4	5	0.2	7	3
CC(C)(COC(=O)C(c1ccccc1)c1ccccc1)CN1CCOCC1	11	11	8	.	1.0	1	12	13	0.3	28	17
COc1ccc(C(=O)Nc2cccc(C(=O)N3CCCCC3)c2)cc1	-16	-25	1	1	-0.3	11	3	14	-0.1	-6	-8
CCCNC(=O)c1ccc(COc2ccc(CCC)cc2OC)o1	-10	-80	7	1	0.3	1	-8	1	0.3	21	-6
C=CCOC(=O)C1=C(C)OC(N)=C(C#N)C1c1ccc(OC)c(CSc2ccccn2)c1 (stereo not given)	14	2	-20	1	-3.7	1	-2	2	0.2	-1	-5
COc1ccc(C(=O)/C=C\c2ccc(NC(=O)c3cccs3)cc2)cc1	-31	-16	13	-4	-1.7	-25	6	-11	2.1	-101	5
O=C(COc1ccc(S(=O)(=O)N2CCOCC2)cc1)NCCc1ccc(Cl)cc1	12	15	3	.	5.0	3	.	-7	-0.1	-20	-5
C=CCC[C@@H](Cc1ccc(F)cc1)C(=O)OC[C@@H](Cc1c[nH]c2ccccc12)NC(=O)[C@@H](CC=C)CC(=O)N[C@H](CO)Cc1ccccc1	7	1	4	.	-2.5	12	-8	22	0.7	23	19
